NLRP3 yeast inh = NALP3 inhibition in yeast | 330,000 tested, 0.39% active | Yeast reconstituted NLRP3/ASC/caspase-1, beta-gal luminescence, 24 h | inhibition, % at 10 µM;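 active = inhibition of 50% or more; inactive = inhibition below 50%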;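 also: plate controls were induced DMSO wells for no effect and uninduced yeast grown without galactose for full effect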
TIM10 inh = inhibits growth of TIM10 yeast strain. S. cerevisiae TIM10 strain growth, BacTiter-Glo luminescence, 24 h. inhibition, % at 10 µM. 330,000 tested, 1.4% active;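 active = inhibition of 40% or more at the single tested concentration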;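 also: wild-type TIM10 isogenic control strain grown at permissive 25 °C; 0% = DMSO yeast wells and 100% = minimal medium wells without yeast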
APJ ag = agonists of human APJ apelin receptor; P35414; CHO-K1 APJ PathHunter beta-arrestin, luminescence; 0% DMSO wells, 100% apelin; activation, % at 20 µM; 330,000 tested, 0.11% active;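 active = activation more than six SD over the plate average, tested at 20 µM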;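 also: 0% = DMSO alone and 100% = apelin-13 at 10 nM; some results filed as inactive read as strong as hits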
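system = engineered CHO-K1 APJ arrestin reporter cells | input = 1000 cells per well | timing = overnight seeding, 90 min compound at 25 °C, 1 h detection | measured by = enzyme-fragment complementation luminescence | read-out = beta-arrestin recruitment to APJ as agonist activity, luminescent signal | control set = negative DMSO alone, positive Apelin-13 at 10 nM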
UPR CHOP act = apoptotic UPR (CHOP) activation; CHO-CHOP luciferase reporter, luminescence; percent of tunicamycin response over DMSO baseline; activation, % at 10 µM; 330,000 tested, 0.34% active; AID 449763;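 active = at 10 µM dose, activation of 40% or more, normalized to positive control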;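 also: 100% = tunicamycin at 10 µg/mL and 0% = DMSO alone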
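Dosing – one dose, 10 µM in 0.5% DMSO · System – CHO-CHOP cells, stable luciferase reporter of PERK-eIF2a-CHOP signalling · Input – 500 cells/well · Control set – tunicamycin 10 µg/mL final as positive, DMSO-only wells as negative · Timing – 6 h compound treatment, 37 °C · Measure – % activation vs tunicamycin · Technique – luminescence read with Steady-Glo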
tim10-1 inh = tim10-1 yeast growth inhibition; 330,000 tested, 2.2% active; AID 463190; inhibition, % at 20 µM; S. cerevisiae tim10-1 ts strain growth, BacTiter-Glo, 24 h;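 active = inhibition of at least 40%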;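 also: mutant grown at 25 °C; 0% = DMSO wells with yeast and 100% = wells holding no yeast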
tim23-1 inh = inhibits growth of tim23-1 mutant yeast; S. cerevisiae tim23-1 growth, BacTiter-Glo luminescence, 24 h; inhibition, % at 20 µM; 330,000 tested, 1.3% active; AID 463212;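 active = growth inhibition of the mutant yeast at or above 50%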;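 also: temperature-sensitive mutant grown at 25 °C; plate controls were DMSO-treated mutant yeast for no effect and medium wells lacking yeast for full effect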
Mdm2-MdmX inh = disrupts the human Mdm2-MdmX interaction; O15151+Q00987; SaOS-2 split-luciferase Mdm2/MdmX complementation, luminescence; inhibition, % at 8 µM; 330,000 tested, 3% active; AID 485346;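 active = inhibition of at least 50% at 8 µM in the primary screen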
Target sequence (O15151 whole entry, looked up): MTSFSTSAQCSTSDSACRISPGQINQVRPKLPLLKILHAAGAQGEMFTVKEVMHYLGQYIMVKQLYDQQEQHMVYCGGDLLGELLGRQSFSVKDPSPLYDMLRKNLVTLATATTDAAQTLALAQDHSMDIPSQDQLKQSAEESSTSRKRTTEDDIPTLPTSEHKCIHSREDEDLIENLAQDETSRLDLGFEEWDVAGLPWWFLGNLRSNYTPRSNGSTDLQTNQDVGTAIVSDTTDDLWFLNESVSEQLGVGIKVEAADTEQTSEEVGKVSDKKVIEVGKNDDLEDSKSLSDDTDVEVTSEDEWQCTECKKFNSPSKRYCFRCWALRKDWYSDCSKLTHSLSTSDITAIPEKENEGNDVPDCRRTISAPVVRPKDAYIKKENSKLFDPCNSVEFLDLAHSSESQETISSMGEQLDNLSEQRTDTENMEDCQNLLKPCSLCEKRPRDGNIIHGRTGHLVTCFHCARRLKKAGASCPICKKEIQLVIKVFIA
Target sequence (Q00987 whole entry, looked up): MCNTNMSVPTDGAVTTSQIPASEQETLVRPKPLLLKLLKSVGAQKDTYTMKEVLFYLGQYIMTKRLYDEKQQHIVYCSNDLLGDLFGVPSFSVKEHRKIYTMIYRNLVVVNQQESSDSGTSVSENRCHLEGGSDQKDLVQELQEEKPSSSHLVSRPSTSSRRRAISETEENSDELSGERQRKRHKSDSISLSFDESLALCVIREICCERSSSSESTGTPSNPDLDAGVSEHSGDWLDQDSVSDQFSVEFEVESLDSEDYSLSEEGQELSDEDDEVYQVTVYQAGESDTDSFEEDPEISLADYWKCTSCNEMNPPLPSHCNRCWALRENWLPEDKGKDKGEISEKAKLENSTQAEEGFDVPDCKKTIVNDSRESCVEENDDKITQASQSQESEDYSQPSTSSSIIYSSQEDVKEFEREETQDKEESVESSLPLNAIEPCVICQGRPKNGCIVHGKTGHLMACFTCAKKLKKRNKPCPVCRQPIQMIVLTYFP
UPR XBP1 act = adaptive UPR (XBP1) activation; 330,000 tested, 0.33% active; activation, % at 20 µM; CHO-XBP1 luciferase reporter, IRE1-XBP1 UPR activation, luminescence; percent of tunicamycin response, DMSO as zero; AID 463104;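 active = versus positive control, 20 µM dose yields 30% or more activation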;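 also: 100% = tunicamycin at 10 µg/mL and 0% = DMSO only wells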
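Assay system: CHO-XBP1 luciferase reporter cells; Schedule: 6 h treatment, 37 °C; Detection: glow luminescence from Steady-Glo reagent; Benchmarks: high control tunicamycin 10 µg/mL final, low control DMSO vehicle only.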
NR3A LBD binder = modulators (binders) of human NR3A ligand-binding domain; NR3A LBD differential scanning fluorimetry, Tm shift; 0% = protein alone, 100% = glycine-bound protein; Tm shift relative to glycine control, % at 25 µM; 340,000 tested, 2.5% active; AID 1259313;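 active = melting temperature shift of at least 10% of the positive control shift, at one fixed dose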
* marks the source's active call; other numbers are inactive results; . = no result given. An unsorted share of the library. Share with any hit: about 8.2%.

SMILES | NLRP3 yeast inh | TIM10 inh | APJ ag | UPR CHOP act | tim10-1 inh | tim23-1 inh | Mdm2-MdmX inh | UPR XBP1 act | NR3A LBD binder
C/C=C(\C)CN1CCN(c2cccc(C)c2C)CC1 | -2 | -22 | -8 | 0.3 | -18 | 6 | -12 | 0 | -1
O=c1[nH]c2ccc(Cl)cc2c(-c2ccccc2)c1SC(=S)N1CCCCC1 | 33 | 40* | -3 | -4.7 | 32 | 35 | 61* | -5 | -3
CCCS(=O)(=O)N1CCCC(C(=O)NCCCN2CCN(c3ccccc3F)CC2)C1 (stereo not given) | 5 | -1 | -4 | -0.3 | -3 | -11 | 35 | -2 | 0
O=C(Nc1nnc(CCOCCOCCc2nnc(NC(=O)c3ccco3)s2)s1)c1ccco1 | 12 | -7 | -3 | -0.7 | -13 | -5 | -11 | -2 | -1
Cc1cc(=O)n2nc(N3CCCC3C(=O)Nc3cccc(F)c3)sc2n1 (stereo not given) | 16 | -2 | -3 | -1.5 | 3 | 2 | 18 | -1 | 3
CCOc1ccccc1CN1CCCC(C(=O)Nc2cccc(-n3cccn3)c2)C1 (stereo not given) | 13 | 10 | -1 | 0.8 | 14 | 9 | 26 | -4 | 0
CC(=O)CCC1CC(c2ccc(Cl)cc2)=NO1 (stereo not given) | 8 | -3 | -1 | 4.0 | -9 | 5 | -56 | 2 | 1
CCOC(=O)c1c[nH][nH]c1=O | 6 | -14 | -5 | 0.0 | -1 | -11 | 16 | -4 | -4
COc1ccccc1C(=O)C1CCCN(C(=O)CCC(=O)c2ccccc2)C1 (stereo not given) | 8 | -35 | -4 | -0.4 | 24 | 17 | 17 | 0 | 1
CCc1c(C)n([O-])c2c([n+]1=O)CCCCC2 | 13 | 3 | -2 | -0.3 | -6 | -6 | 20 | -6 | 1
CC(NC(=O)c1ccc2c(c1)C(=O)N(Cc1cccnc1)C2=O)c1ccccc1 (stereo not given) | 9 | 14 | 1 | 2.0 | -4 | -4 | 11 | 0 | 7
CSCC(=O)NC1CCCc2c1cnn2-c1ccc(C)c(C)c1 (stereo not given) | -1 | 1 | -2 | 0.4 | 12 | 15 | 2 | 0 | -4
N#Cc1ccc(CN2CCN(C(=O)c3cn(Cc4ccccc4)nc3-c3cccnc3)CC2)cc1 | 17 | 4 | 4 | -1.5 | 8 | 12 | 6 | -1 | 1
O=C(NNC(=S)NC1CCCCC1)c1cccs1 | 7 | -2 | -3 | 1.0 | -6 | 0 | 7 | 0 | -1
CCN(CC(=O)Nc1ccccc1C(F)(F)F)C(=O)Cc1cccs1 | 17 | 8 | -2 | -1.4 | 7 | 13 | -4 | -3 | -1
CCCOC(=O)c1ccc(OCC(O)Cn2c(C)nc3ccccc32)cc1 (stereo not given) | -4 | 9 | 3 | 10.0 | 16 | 6 | -23 | 0 | 0
O=C(c1ccccc1)c1ccc2nc(-c3ccc(NC(=O)c4ccccc4F)cc3)[nH]c2c1 | 4 | -11 | 4 | 3.5 | -39 | -22 | 27 | 21 | 18*
CNC[C@@H]1Oc2ccc(NC(=O)Nc3c(C)noc3C)cc2CC(=O)N([C@H](C)CO)C[C@H]1C | 5 | -5 | -2 | 0.1 | -11 | -4 | 9 | -2 | 1
Cc1cc(N)c(NC2=CC(=O)CC(C)(C)C2)cc1C | 4 | 11 | -6 | 1.6 | 9 | 2 | -15 | 1 | -1
COc1ccc(C2=CC3=C(Br)C(=O)C(C)(OC(=O)c4ccco4)C(=O)C3=CO2)cc1 (stereo not given) | 8 | 15 | 1 | 6.6 | 31 | 36 | -9 | -1 | -6
CC[C@@]12C(=O)N(c3ccccc3)C(=O)N1[C@H](c1cccc(C)c1)[C@@H]1C(=O)N(Cc3ccccc3)C(=O)[C@@H]12 | 16 | -1 | -5 | 1.3 | -1 | -1 | 20 | 2 | -2
Cc1cccc(N2CCN(C(=O)CCCOc3ccccc3)CC2)c1C | 8 | 28 | -6 | 3.1 | -6 | -9 | -185 | 2 | -1
Cc1sc2ncnc(SCC(=O)NC(=O)NCc3ccco3)c2c1C | 19 | 50* | -1 | -0.7 | -8 | -24 | 20 | -2 | 1
CN(C(=O)c1nc(-c2ccccc2)n(-c2ccccc2)n1)C1CCS(=O)(=O)C1 (stereo not given) | 19 | 4 | -1 | 0.2 | -4 | -4 | 13 | 3 | -1
COCCNC(=S)N/N=C1\CC(C)CC(C)(C)C1 (stereo not given) | 6 | 4 | -2 | 2.5 | 36 | 7 | -5 | 1 | 0
COc1ccc(OC)c(/C=N/NC(=O)c2ccncc2)c1 | 14 | -7 | -1 | 2.6 | -10 | -12 | 6 | -4 | 2
Cc1sc2ncnc(SCC(=O)NCC(C)C)c2c1C | 33 | 9 | 7 | 0.0 | 14 | 14 | 7 | -1 | -1
O=C(CSCc1ccc(Cl)cc1)Nc1cc([N+](=O)[O-])ccc1O | 8 | -9 | -4 | 0.1 | -11 | -4 | 5 | -1 | 0
COc1cccc(CC(=O)Nc2cc(S(=O)(=O)N3CCOCC3)ccc2N2CCN(C)CC2)c1 | -3 | 8 | -2 | -0.4 | -1 | 4 | -19 | 2 | -3
COc1ccc(NCc2nnc(SCC(=O)NCc3ccco3)n2-c2ccccc2OC)cc1 | 16 | -3 | 0 | -0.9 | 11 | 14 | 28 | -3 | 0

Ordered by formula weight (largest number first): some entries from above
SMILES | NLRP3 yeast inh | TIM10 inh | APJ ag | UPR CHOP act | tim10-1 inh | tim23-1 inh | Mdm2-MdmX inh | UPR XBP1 act | NR3A LBD binder
CCN(CC(=O)Nc1ccccc1C(F)(F)F)C(=O)Cc1cccs1 | 17 | 8 | -2 | -1.4 | 7 | 13 | -4 | -3 | -1
Cc1cccc(N2CCN(C(=O)CCCOc3ccccc3)CC2)c1C | 8 | 28 | -6 | 3.1 | -6 | -9 | -185 | 2 | -1
COc1ccc(OC)c(/C=N/NC(=O)c2ccncc2)c1 | 14 | -7 | -1 | 2.6 | -10 | -12 | 6 | -4 | 2

The listing continues.
SMILES | NLRP3 yeast inh | TIM10 inh | APJ ag | UPR CHOP act | tim10-1 inh | tim23-1 inh | Mdm2-MdmX inh | UPR XBP1 act | NR3A LBD binder
Cc1ccc2[nH]c3c(=O)n(CC(=O)NCCCN4CCN(c5ccc(F)cc5)CC4)ncc3c2c1 | 6 | 5 | -3 | 3.2 | 7 | -8 | 69* | -3 | -1
CCc1ccc(S(=O)(=O)NCCc2cn3ccc(C)cc3n2)s1 | 7 | 7 | -4 | 1.1 | 13 | -10 | -23 | -2 | -1
CC(C)Cc1csc(NC(=O)c2ccc(Cl)cc2)c1C(=O)O | 2 | 10 | 3 | 2.0 | 16 | 27 | -18 | -1 | -10
CN(C)CCCOC(=O)c1ccc(Cl)cc1 | 4 | 5 | -4 | 1.9 | -2 | 1 | -14 | 1 | 1
COc1ccc(C(=O)/C=C2/C(=O)Nc3ccccc32)cc1 | 38 | 91* | -2 | 20 | 84* | 88* | 43 | 16 | 3
CCOc1ccc(C(=O)Nc2ccc(S(=O)(=O)N3CCN(C)CC3)cc2)cc1 | 25 | -1 | 1 | -1.0 | -7 | 0 | -5 | -3 | 1
Cc1cc2ccccc2n1CCNC(=O)COc1ccc2ccccc2c1 | 18 | 11 | -1 | 3.1 | 33 | 31 | 10 | -1 | -31
Cn1c(=O)c2c(ncn2CC(=O)Nc2cc(S(=O)(=O)N3CCCCC3)ccc2Cl)n(C)c1=O | 14 | -13 | 0 | 0.8 | -1 | 11 | 4 | 1 | 6
COc1ccc(-n2c(C)cc(-c3csc(N)n3)c2C)cc1 | -2 | 12 | -2 | -2.1 | 9 | -15 | 31 | -3 | -5
COc1ccc(NC(=O)Nc2ccc3c(c2)CC(=O)N([C@H](C)CO)C[C@H](C)[C@H](CN(C)Cc2ccc(C(=O)O)cc2)O3)cc1 | 6 | 2 | -2 | -0.3 | -5 | 6 | -22 | 0 | -3
CCc1nc2ccccc2c(=O)n1NC(=O)c1c(O)c2ccccc2n(CC)c1=O | 25 | 3 | 0 | 0.9 | 39 | -14 | 18 | 3 | -1
CCOC(=O)C(CCCOc1ccccc1C)C(=O)OCC | 24 | -25 | -4 | -1.6 | -3 | -14 | 5 | -4 | 0
COCCNc1nc2c(c(=O)n(Cc3ccccc3F)c(=O)n2C)n1C | 14 | -3 | -3 | 1.2 | -6 | -4 | 11 | 0 | 1
CC(=O)Nc1c2c(nn1-c1ccc(F)cc1)CSC2 | 1 | -9 | -3 | 1.3 | 3 | 3 | -1 | -2 | -1
COc1ccccc1NC(=O)[C@H](COCc1ccccc1)NC(=O)OC(C)(C)C | -9 | -4 | 1 | -0.4 | 36 | 27 | -47 | 1 | 0
C[C@@H]1CN([C@@H](C)CO)C(=O)c2cccc(NC(=O)Nc3ccc4c(c3)OCO4)c2O[C@H]1CN(C)S(=O)(=O)c1cn(C)cn1 | 7 | -5 | -1 | -0.5 | 15 | 2 | -11 | -1 | 1
COC(=O)c1c(NC(=O)c2c(Cl)cnn2C)sc(C)c1C | 2 | 9 | -3 | 0.8 | 9 | 4 | -2 | 14 | 2
CCOc1ccc(S(=O)(=O)Nc2ccn(C)n2)cc1 | 20 | -2 | -4 | 2.9 | 2 | 7 | 22 | -3 | -1
COc1ccc(C(=O)Nc2ccc(S(=O)(=O)N3CCCC3)cc2)cc1 | 17 | 45* | -2 | 3.2 | 55* | 37 | -21 | -1 | 14*
O=S(=O)(NCc1ccccc1)c1ccccc1NCCc1ccccc1 | . | -5 | . | 1.8 | 25 | 40 | 9 | 0 | -7
CCOc1ccc(-c2ccc(NS(=O)(=O)c3ccc([N+](=O)[O-])cc3)cc2)nn1 | 23 | 9 | 5 | -0.6 | 9 | -1 | 25 | -2 | -4
COc1ccc(S(=O)(=O)N2CCCCCC2)cc1C(=O)N(C)Cc1ccc(OC)c(OC)c1OC | 18 | -2 | -6 | 0.4 | -4 | -6 | 26 | 0 | 0
Cc1c(C(=O)NC2CCCc3ccccc32)oc2ccc(S(=O)(=O)N3CCCC3)cc12 (stereo not given) | -9 | -3 | -5 | -1.1 | 1 | -15 | 41 | 6 | -1
COc1cccc(CN2CCNC(=O)C2CC(=O)N(C)CC2CCOCC2)c1OC (stereo not given) | 0 | -6 | -3 | -1.2 | 17 | 7 | -11 | -2 | -3
O=C(NC1CCCC1)C(c1ccc(N2CCOCC2)cc1)N(C(=O)c1ccco1)c1ccccc1F (stereo not given) | 4 | 0 | -2 | -1.3 | 5 | 5 | 2 | -2 | -1
CCC(=O)Oc1ccc(C(=O)Nc2ccccc2C(=O)NCC(C)C)cc1 | 9 | 8 | 0 | -1.0 | 39 | 4 | -1 | 3 | -1
COc1ccc(NC(=O)CCCNC(=O)Cn2cnc3sc(C)c(C)c3c2=O)cc1Cl | -1 | -9 | -3 | -0.4 | 7 | -2 | -22 | -1 | -1

Marked active in Mdm2-MdmX inh, of those listed so far:
canonical_smiles,NLRP3 yeast inh,TIM10 inh,Mdm2-MdmX inh,UPR XBP1 act,NR3A LBD binder
O=c1[nH]c2ccc(Cl)cc2c(-c2ccccc2)c1SC(=S)N1CCCCC1,33,40*,61*,-5,-3
Cc1ccc2[nH]c3c(=O)n(CC(=O)NCCCN4CCN(c5ccc(F)cc5)CC4)ncc3c2c1,6,5,69*,-3,-1

From PubChem
